TNF necrop inh: inhibitors of TNF-alpha induced necroptosis in Jurkat FADD-/- cells | Jurkat FADD-/- TNF necroptosis rescue, ATP luminescence, 24 h; 0 = TNF only, 100 = no-TNF cells | activation (protection from cell death), % at 10 µM | 220,000 tested, 0.068% active | AID 463075;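 active = activation, meaning protection from cell death, of at least 50% relative to plate controls; inactive = activation below 50%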;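 also: necroptosis triggered by 40 ng/mL TNF-alpha added together with compound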
PGE2 EP2 inh: inhibitors of human EP2 prostaglandin E2 receptor. 260,000 tested, 0.52% active. inhibition, % at 25 µM. AID 1422. C6 glioma cells expressing human EP2, cAMP TR-FRET; cells stimulated with saturating PGE2;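 active = percent inhibition above 40 after rounding to a whole number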;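 also: rat C6 glioma host cells with rolipram phosphodiesterase inhibitor present; the protocol text gives 20 µM as final concentration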
EP2 modulator: modulates human prostaglandin E2 receptor EP2 signaling; P43116; EP2-expressing cells, cAMP HTRF FRET, PGE2 co-stimulation; induction, % at 25 µM; 260,000 tested, 0.83% active; AID 940;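 active = compounds whose cAMP rise, as percent of the full-agonist control response, exceeds 60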;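 also: rat C6 glioma line stably carrying human EP2 under a CMV promoter; the protocol text gives 20 µM as final concentration; 100% = response of wells given 1 µM PGE2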
RBBP9 inhibitor: human RBBP9 hydrolase inhibition; O75884; recombinant RBBP9, FP-Rh probe fluorescence polarization; inhibition, % at 7.94 µM; 220,000 tested, 0.2% active; AID 1515;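 active = inhibition above the campaign mean of all tested compounds plus 3 SD, cut at about 14% in these data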;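 also: plate controls were DMSO wells with RBBP9 for no effect and wells lacking RBBP9 protein for full effect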
Target sequence (O75884 whole entry, looked up): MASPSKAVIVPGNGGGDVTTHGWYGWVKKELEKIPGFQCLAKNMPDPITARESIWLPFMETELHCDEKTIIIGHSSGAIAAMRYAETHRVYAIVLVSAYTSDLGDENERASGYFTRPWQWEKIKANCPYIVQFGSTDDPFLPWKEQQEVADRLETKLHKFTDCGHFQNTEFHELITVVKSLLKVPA
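Controls: DMSO-treated enzyme wells and wells lacking RBBP9 | Material: RBBP9 protein | Technique: Fluorescence polarization | Replication: Single well per compound, no replicates | Buffer or medium: Tris-NaCl-Pluronic buffer, pH 8.0 | Timing: 30 min compound preincubation, 45 min probe labeling, 25 °C | Read-out basis: Percent inhibition from mP, scaled between DMSO and no-protein wells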
PERK inhibitor: blocks human PERK kinase; Q9NZJ5; CHO PERK-DD fusion, SEAP luminescence translation reporter; inhibition, % at 5.6 µM; 220,000 tested, 0.17% active;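 active = inhibition above the mean inhibition of all tested compounds plus 3 SD, set separately per screening campaign, cut at about 2.9% in these data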;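 also: PERK kinase domain activated by AP20187 dimerizer at 100 nM; 0% = DMSO with dimerizer and 100% = rapamycin at 8.4 µM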
Hck-Nef inh: inhibitors of human Hck kinase activated by Nef; P08631; Recombinant Hck-YEEI plus Nef, Z-Lyte FRET kinase assay; inhibition, % at 20 µM; 220,000 tested, 0.68% active;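 active = Hck-Nef kinase inhibition above about 50%, limit read from the data; inactive = inhibition below that limit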;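 also: 0% = DMSO with Hck plus Nef and 100% = Hck alone without Nef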
L929 necroptosis: L929 zVAD cell death inhibition | L929 zVAD necroptosis rescue, ATP luminescence, 24 h; with zVAD 60 µM | viability rescue, % at 10 µM | 220,000 tested, 0.38% active;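 active = activation, scaled between plate controls, above about 75%, limit read from the data; inactive = activation under that limit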;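 also: 0% = zVAD with DMSO and 100% = DMSO alone without zVAD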
Runt-SMMHC FRET: Runt domain-CBFb-SMMHC interaction inhibition | Q01196+Q13951 | Cerulean-Runt/Venus-CBFb-SMMHC FRET ratio 530/480, 1 h | inhibition, % at 20 µM | 220,000 tested, 0.74% active | AID 1434;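 active = mean inhibition across duplicate retests at 20 µM reaching about 50%, limit read from the data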;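 also: 0% = DMSO wells and 100% = wells with excess untagged CBFb-SMMHC; inhibitors lower the FRET ratio by blocking Runt binding to CBFb-SMMHC; some results filed as inactive read as strong as hits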
Target sequence (Q01196 whole entry, looked up, the tested form may be a part): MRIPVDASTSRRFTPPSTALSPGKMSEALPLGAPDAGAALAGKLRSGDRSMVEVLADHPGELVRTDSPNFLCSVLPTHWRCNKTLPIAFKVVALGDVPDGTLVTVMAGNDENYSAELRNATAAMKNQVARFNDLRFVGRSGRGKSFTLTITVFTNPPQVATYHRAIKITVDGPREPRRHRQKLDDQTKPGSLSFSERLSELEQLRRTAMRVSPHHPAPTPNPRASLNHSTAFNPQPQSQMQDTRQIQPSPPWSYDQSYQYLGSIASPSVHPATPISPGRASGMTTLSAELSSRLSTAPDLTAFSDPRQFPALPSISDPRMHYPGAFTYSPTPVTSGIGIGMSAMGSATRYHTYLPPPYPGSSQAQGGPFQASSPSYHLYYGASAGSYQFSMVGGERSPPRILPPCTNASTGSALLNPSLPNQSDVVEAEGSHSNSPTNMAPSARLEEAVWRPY
Target sequence (Q13951 whole entry, looked up, the tested form may be a part): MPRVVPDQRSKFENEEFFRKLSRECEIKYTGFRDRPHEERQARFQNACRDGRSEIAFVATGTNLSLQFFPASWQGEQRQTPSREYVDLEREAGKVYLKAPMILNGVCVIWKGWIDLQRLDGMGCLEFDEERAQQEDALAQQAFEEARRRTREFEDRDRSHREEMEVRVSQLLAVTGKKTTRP
Runt-CBFb FRET: blocks binding of human RUNX1 Runt domain to CBFb. Q01196+Q13951. Cerulean-Runt/Venus-CBFb FRET ratio 530/480, 1 h. inhibition, % at 20 µM. 220,000 tested, 0.46% active;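 active = inhibition over about 50% at 20 µM in the single-dose screen, limit read from the data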;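 also: 0% = DMSO wells and 100% = excess unlabeled CBFb competitor control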
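Assay system: Cerulean-Runt domain / Medium: Tris 50 mM pH 7.5, KCl, K2SO4, 0.01% BSA / Timing: protein complex preformed 1 h, compound exposure 1 h, room temperature, dark / Measured by: FRET, excitation 422 nm, emission at 530 and 480 nm / Evaluation: loss of energy transfer signal / Control set: 5 µM unlabeled CBFb as full-inhibition high control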
Numbers without * were called inactive; nt = not tested or not shown; & = joins results of further samples. An excerpt; rates above refer to the full screens.

The first three records (preview)
SMILES	TNF necrop inh	PGE2 EP2 inh	EP2 modulator	RBBP9 inhibitor	PERK inhibitor	Hck-Nef inh	L929 necroptosis	Runt-SMMHC FRET	Runt-CBFb FRET
Cc1ccc(NC(=O)COC(=O)C2CC(=O)N(Cc3ccccc3)C2)cc1F (stereo not given)	0.5	5	13	-3	1.1	24	5.8	-3	-1
Cc1n[nH]c(=O)c2ccccc12	-0.2	8	1	-5	0.8	12	0.1	-1	1
Cc1ccc(C(=O)Nc2cnc3ccccc3c2)cc1	-0.6	12	2	-4	-1.6	-21	-0.2	-3	3

This part in full, previewed entries included:
SMILES	TNF necrop inh	PGE2 EP2 inh	EP2 modulator	RBBP9 inhibitor	PERK inhibitor	Hck-Nef inh	L929 necroptosis	Runt-SMMHC FRET	Runt-CBFb FRET
Cc1ccc(NC(=O)COC(=O)C2CC(=O)N(Cc3ccccc3)C2)cc1F (stereo not given)	0.5	5	13	-3	1.1	24	5.8	-3	-1
Cc1n[nH]c(=O)c2ccccc12	-0.2	8	1	-5	0.8	12	0.1	-1	1
Cc1ccc(C(=O)Nc2cnc3ccccc3c2)cc1	-0.6	12	2	-4	-1.6	-21	-0.2	-3	3
O=C(CSc1nnc(-c2ccco2)o1)c1ccc[nH]1	7.5	5	-6	-6	0.0	-3	11	-18	1
CCn1c(CSc2nc(C)cs2)nc2cc(S(=O)(=O)N(C)C)ccc21	-1.2	9	21	-4	-1.2	0	1.9	2	3
CCOc1ccc(N(CC(=O)O)S(=O)(=O)c2cccnc2)cc1	1.2	5	-4	-2	0.1	14	0.8	2	1
COc1cc2cc(Oc3ccc4ccc(=O)oc4c3)c(=O)oc2cc1OC(=O)C=C(C)C	0.0	nt	-4	nt	nt	13	-0.3	3	5
O=[N+]([O-])c1ccc2[nH]c(O)c(N=NC(=S)NCC3CCCO3)c2c1 (stereo not given)	0.6	8	-27	-5	0.3	3	0.2	5	2
COc1cc(NS(=O)(=O)c2ccc(NC(=O)C3CCCO3)cc2)nc(OC)n1 (stereo not given)	-0.8	7	-1	-5	0.8	0	0.1	0	2
COCCNC(=O)CCCn1c(=O)c2cc(OC)c(OC)cc2n(CC(=O)Nc2ccc(C)c(F)c2)c1=O	0.6	11	-17	1	-0.2	22	1.1	-1	-1
Cc1ccc(Cl)cc1N1CCN(C(=O)Cn2ccc3ccccc3c2=O)CC1	-4.5	15	11	-2	-0.7	-2	-0.2	-1	4
CCc1cc2c(=O)[nH]c(N3CCOCC3)nc2s1	-1.0	11	26	-6	1.4	9	0.2	4	0

Sorted by count of non-hydrogen atoms (ascending): some entries from above
SMILES	TNF necrop inh	PGE2 EP2 inh	EP2 modulator	RBBP9 inhibitor	PERK inhibitor	Hck-Nef inh	L929 necroptosis	Runt-SMMHC FRET	Runt-CBFb FRET
Cc1n[nH]c(=O)c2ccccc12	-0.2	8	1	-5	0.8	12	0.1	-1	1
Cc1ccc(C(=O)Nc2cnc3ccccc3c2)cc1	-0.6	12	2	-4	-1.6	-21	-0.2	-3	3
CCOc1ccc(N(CC(=O)O)S(=O)(=O)c2cccnc2)cc1	1.2	5	-4	-2	0.1	14	0.8	2	1
O=[N+]([O-])c1ccc2[nH]c(O)c(N=NC(=S)NCC3CCCO3)c2c1 (stereo not given)	0.6	8	-27	-5	0.3	3	0.2	5	2
Cc1ccc(NC(=O)COC(=O)C2CC(=O)N(Cc3ccccc3)C2)cc1F (stereo not given)	0.5	5	13	-3	1.1	24	5.8	-3	-1
COCCNC(=O)CCCn1c(=O)c2cc(OC)c(OC)cc2n(CC(=O)Nc2ccc(C)c(F)c2)c1=O	0.6	11	-17	1	-0.2	22	1.1	-1	-1

Following part
SMILES	TNF necrop inh	PGE2 EP2 inh	EP2 modulator	RBBP9 inhibitor	PERK inhibitor	Hck-Nef inh	L929 necroptosis	Runt-SMMHC FRET	Runt-CBFb FRET
O=C(CCS(=O)(=O)c1cccc2nonc12)N1CCN(c2ccc(F)cc2)CC1	2.8	7	-26	1	-0.1	1	1.3	-2	0
Cc1ccc(Nc2cc(C)nn2-c2nc(C)cc(C)n2)cc1	-2.9	11	41	-6	-1.6	-1	0.0	-2	-1
COCCN(C(=O)CNC(=O)c1cccs1)C(C(=O)NC1CCCCC1)c1ccco1 (stereo not given)	0.2	8	-6	-4	-1.2	7	1.0	-1	-1
O=C1c2ccccc2C(=O)N1CCCOCc1c[nH]c(=O)[nH]c1=O	0.5	9	-2	-5	-0.2	0	0.6	0	1
O=c1c2c(nc3cc(-c4ccc(F)cc4)[nH]n13)CCCC2	-1.4	2	11	-10	-0.6	0	2.7	0	-1
Clc1ccc(Cc2nc(-c3cccnc3)no2)cc1	-1.2	6	9	-2	0.0	0	-0.2	-1	1
O=C(CSc1nnnn1-c1ccccc1)CSc1nnnn1-c1ccccc1	2.7	17	9	-4	0.7	-1	1.1	-1	1
CCc1nc2ccc(C(=O)NCc3ccco3)cc2nc1CC	-0.2	9	-23	-6	0.0	-1	-0.1	-1	3
Cc1nnc(NC(=O)c2c(F)cccc2F)s1	-0.1	9	5	-6	1.2	5	0.1	1	0
COc1ccc(C(C)(C)C)cc1S(=O)(=O)n1ccnc1C	-0.8	5	29	11	1.2	9	-0.9	1	0
O=P(CO)(Cc1ccccc1)Cc1ccccc1	2.7	11	11	-1	0.8	-8	2.9	-4	1
CCN(CC)CCCNC(=O)c1cn(CCOC)c(=O)c2c1c1ccccc1n2C	-0.5	10	-1	-9	-0.6	2	-0.4	2	-1
Cc1nnc(-c2ccccc2)nc1N1CCOCC1	-2.6	14	13	-3	0.6	-1	0.1	0	-2
CNC(=S)NCCc1cc2c(OC)ccc(OC)c2[nH]c1=O	-0.3	8	-31	-4	-0.3	19	-0.2	2	0
CCOCCCNC(=O)c1cn(C)c(=O)c2cc(OC)c(OC)cc12	1.4	18	18	-2	1.2	6	0.7	-1	2
Cc1ccc(N2CCN(C3=NC(=O)/C(=C\c4cccs4)S3)CC2)cc1	-7.2	8	2	-4	0.9	1	0.0	-1	-1
NC(=S)NNC(=O)Nc1ccc(Cl)c(Cl)c1	1.8	6	-8	-5	1.1	4	1.2	2	1
O=C(Cc1cccs1)N/N=C/C(Br)=C/c1ccccc1	-0.8	6	-8	-5	-0.2	-1	0.1	-6	-3
COc1ccc(CN=Cc2c(O)[nH]c3ccccc23)cc1	0.4	5	-85	-5	0.4	14	3.6	-1	1
CCOc1cc(N2C(=O)CC3CS(=O)(=O)CC32)c(OCC)cc1NC(=O)c1ccccc1 (stereo not given)	1.5	11	19	-10	-0.1	-4	1.1	-4	2
COc1ccc(CC(=O)Nc2sc(Cc3ccccc3)c(C)c2C(N)=O)cc1	-0.2	8	8	2	-0.7	-1	0.3	-3	-2
Cc1nnc(SCc2cccc3ccccc23)s1	16	15	-7	-4	1.8	6	0.1	-2	0
O=C(CSc1nnnn1C1CCCCC1)Nc1cccc(NC(=O)c2ccco2)c1	3.1	10	-13	3	-0.7	-4	1.6	-1	-2
CCOC(=O)C1=C(N)Oc2cc(O)ccc2C1c1ccc([N+](=O)[O-])cc1 (stereo not given)	-1.0	4	15	-7	0.2	21	1.6	15	15
Cc1ccc(SC[C@H](c2ccccc2)N2CCN(CC(C)C)CCC2=O)cc1	-0.5	26	3	nt	nt	12	-0.6	1	-2
CCOCCCNC(=O)C(NC(=O)Cc1c[nH]c2ccccc12)c1ccccc1 (stereo not given)	0.4	11	12	-4	-0.1	-1	3.1	-1	-1
Cc1ccc(OCC(=O)NNC(=O)c2ccoc2C)c(Br)c1	1.1	1	-23	-1	0.7	4	0.2	2	-1
Cc1ccc2nc(NC(=O)CCCC(=O)O)sc2c1	0.5	8	21	-1	0.3	19	27	3	0
Cc1nc(COC(=O)c2cc(O)c3ccccc3c2O)cs1	-3.3	18	-68	10	0.6	-15	0.8	4	12
CCOC(=O)COc1cccc2c(=O)n(CC(=O)NCc3ccc4c(c3)OCO4)ccc12	-8.1	10	-10	-5	-0.4	1	-0.5	0	nt
CN1CCN(C(=O)CN(CCc2ccccc2)S(C)(=O)=O)CC1	0.7	4&-2	-17&-7	-8	0.2	6	-0.2	1	0
O=C(c1ccc(=O)[nH]c1)N(Cc1ccco1)C1(C(=O)NC2CCCCC2)CCCCC1	-0.3	nt	11	4	0.4	-5	0.0	3	0
CSCCC(NC(C)=O)C(=O)Oc1ccc2c3c(c(=O)oc2c1)CCCC3 (stereo not given)	-0.4	12	31	-5	0.4	31	0.5	82*	38
CCOC(=O)N1CCC(n2c(SCC(=O)NCCC3=CCCCC3)nc3ccccc3c2=O)CC1	-3.7	5	38	3	0.5	1	-0.3	-1	-4
COc1ccc(-c2nc(N)nc(C)c2Oc2ccccc2Br)c(O)c1	-6.1	12	38	4	0.1	0	0.2	-5	-2
COCCNC(=O)CN(c1cccc(OC)c1)S(=O)(=O)c1ccc(C)cc1	-0.3	13	33	-5	0.0	-6	0.0	1	-1

Looked up above:
Result for `CSCCC(NC(C)=O)C(=O)Oc1ccc2c3c(c(=O)oc2c1)CCCC3` (stereo not given) under Runt-SMMHC FRET: 82*
Result for `CCOC(=O)N1CCC(n2c(SCC(=O)NCCC3=CCCCC3)nc3ccccc3c2=O)CC1` under Runt-SMMHC FRET: -1
Result for `Cc1ccc(OCC(=O)NNC(=O)c2ccoc2C)c(Br)c1` under Runt-SMMHC FRET: 2
Result for `Cc1ccc(SC[C@H](c2ccccc2)N2CCN(CC(C)C)CCC2=O)cc1` under Hck-Nef inh: 12

(more compounds)
SMILES	TNF necrop inh	PGE2 EP2 inh	EP2 modulator	RBBP9 inhibitor	PERK inhibitor	Hck-Nef inh	L929 necroptosis	Runt-SMMHC FRET	Runt-CBFb FRET
CCCC(C)NC(=O)c1c2c(nc3ccccc13)CCC2 (stereo not given)	-0.6	2	1	-3	1.2	24	0.4	-4	-2
COc1ccc(N2CCN(c3nc4ccc(C)cn4c(=O)c3C=O)CC2)cc1	0.5	7	-12	-1	-0.6	11	0.4	8	6
CCNc1oc(COc2cccc(C)c2)nc1C#N	-2.5	7	13	-11	0.6	9	-0.2	6	-1
CN1CCN(S(=O)(=O)c2cccc(C(=O)N3CCc4ccccc43)c2)CC1	-0.4	6	-17	-3	-0.1	21	-0.7	5	-2
COC(=O)c1nc(-c2ccc(C)cc2)oc1N(C)C	-6.3	4	25	2	-0.2	0	0.2	3	1
CCOC(=O)c1cnc2sccn2c1=O	-1.0	10	15	-3	1.2	8	-0.1	-2	0

Source: PubChem BioAssay (several laboratories)
